Screening results (PubChem)
CHT block: human CHT choline transport inhibition; B-score at 10 µM; hit rate 0.86% among 310,000; CHT-expressing cells, membrane potential dye, choline response; active compounds read low; Q9GZV3;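 active means B-score over 3 SD under the library average, and starting fluorescence ratio not unusually high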;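 further: choline stimulus applied at its EC90 after an EC20 pre-addition; B-score computed on integrated fluorescence ratio after choline addition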
KCNQ2 block: KCNQ2 channel blockers in CHO-K1 cells – cell-based, FluxOR thallium flux, B-score, primary screen (AID 2156) | O88943 | 20 min; active compounds read low | B-score at 10 µM | hit rate 1.1% among 310,000;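 active means fluorescence ratio B-score at most minus 3 library SDs, with starting brightness B-score within 2 library SDs, cut at about -5.5 in these data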
Target sequence (O88943 whole entry, looked up): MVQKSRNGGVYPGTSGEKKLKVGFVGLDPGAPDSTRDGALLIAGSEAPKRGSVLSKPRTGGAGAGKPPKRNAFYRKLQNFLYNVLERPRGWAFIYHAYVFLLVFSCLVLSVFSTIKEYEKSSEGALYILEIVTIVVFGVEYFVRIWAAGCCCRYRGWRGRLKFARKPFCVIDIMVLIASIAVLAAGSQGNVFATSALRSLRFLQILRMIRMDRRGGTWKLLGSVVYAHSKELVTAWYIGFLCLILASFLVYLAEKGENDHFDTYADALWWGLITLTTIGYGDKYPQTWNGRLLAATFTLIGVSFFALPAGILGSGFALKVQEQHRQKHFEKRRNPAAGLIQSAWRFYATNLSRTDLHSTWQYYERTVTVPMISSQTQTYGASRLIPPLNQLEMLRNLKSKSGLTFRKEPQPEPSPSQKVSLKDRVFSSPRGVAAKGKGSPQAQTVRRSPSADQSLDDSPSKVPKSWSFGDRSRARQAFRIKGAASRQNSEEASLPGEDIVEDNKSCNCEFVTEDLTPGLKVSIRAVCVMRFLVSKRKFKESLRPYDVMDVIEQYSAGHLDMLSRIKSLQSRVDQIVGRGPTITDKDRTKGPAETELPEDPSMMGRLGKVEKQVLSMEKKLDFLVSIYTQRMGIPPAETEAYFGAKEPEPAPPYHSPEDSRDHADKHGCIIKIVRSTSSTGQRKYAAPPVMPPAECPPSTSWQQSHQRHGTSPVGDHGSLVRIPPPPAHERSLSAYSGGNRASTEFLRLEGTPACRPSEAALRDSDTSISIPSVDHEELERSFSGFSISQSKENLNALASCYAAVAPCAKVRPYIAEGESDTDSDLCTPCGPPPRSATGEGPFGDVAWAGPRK
An asterisk follows results filed as active; i = inactive; / = not tested or not shown. Hits appear at their usual frequency; overall some 1.9% were active at least once.

SMILES	CHT block	KCNQ2 block
O=C1/C(=C\c2ccc(O)c(O)c2)N=C2CCCCCN12	i	i
CCN(CCCNC(=O)C1CCCN(S(=O)(=O)c2cnc[nH]2)C1)c1ccccc1 (stereo not given)	i	i
NC1=NCc2ccccc21	i	i
Cc1nn(Cc2ccccc2)c2sc(C(=O)NCc3cccnc3)cc12	i	i
N=c1n(CC(=O)c2ccc([N+](=O)[O-])cc2)c2ccccc2n1Cc1ccccc1	i	i
Cn1c(-c2ccc(=O)[nH]c2)nc2ccccc21	i	i
C=C1/C(=C\C=C2/CCC[C@]3(C)[C@@H]([C@H](C)/C=C/[C@@H](O)C4CC4)CC[C@@H]23)C[C@@H](O)C[C@@H]1O	i	i
O=C(NCCN1CCOCC1)NC1(C(F)(F)F)Oc2ccc(Cl)cc2O1 (stereo not given)	i	i
CCOC(=O)c1c(C)nc(C(Cl)(Cl)Cl)nc1N	i	i
O=C(/C=C/c1ccco1)Nc1cc(Cl)ccc1C(=O)O	i	i
COc1ccc(N2CCCn3c2nc2c3c(=O)n(Cc3ccccc3)c(=O)n2C)c(OC)c1	i	i
NC1=NC(=O)C(CC(=O)c2ccc(Cl)cc2)S1 (stereo not given)	i	i
CC1CN(C(=O)CCC(=O)NC2CCN(Cc3ccccc3)CC2)c2ccccc2O1 (stereo not given)	i	i
CN(C(=O)c1ccncc1)c1nnc(-c2cccnc2)s1	i	i
CC(C)CC1NC(=O)N(CCCCN2C(=O)c3ccccc3C2=O)C1=O (stereo not given)	i	i
CCOc1ccc(C(=O)NC2CCN(C(=S)Nc3ccccc3C)CC2)cc1	i	i
Cc1ccc(-c2ccc(SCC(=O)NC3CCCC3)nn2)cc1	i	i
CC(C)OC(=O)C1C(=O)CC(C)(O)C(C(=O)OC(C)C)C1c1cccc(O)c1 (stereo not given)	i	i
O=C(CSc1n[nH]c(-c2ccccc2)n1)c1ccc(O)c(O)c1	i	i
COc1ccccc1N(C)S(=O)(=O)c1ccc(Cl)c(C(=O)NCc2cccnc2)c1	i	i

Some of the entries above, set out differently.
canonical_smiles,CHT block,KCNQ2 block
Cc1nn(Cc2ccccc2)c2sc(C(=O)NCc3cccnc3)cc12,i,i
N=c1n(CC(=O)c2ccc([N+](=O)[O-])cc2)c2ccccc2n1Cc1ccccc1,i,i
CC1CN(C(=O)CCC(=O)NC2CCN(Cc3ccccc3)CC2)c2ccccc2O1 (stereo not given),i,i
CN(C(=O)c1ccncc1)c1nnc(-c2cccnc2)s1,i,i
CC(C)OC(=O)C1C(=O)CC(C)(O)C(C(=O)OC(C)C)C1c1cccc(O)c1 (stereo not given),i,i
C=C1/C(=C\C=C2/CCC[C@]3(C)[C@@H]([C@H](C)/C=C/[C@@H](O)C4CC4)CC[C@@H]23)C[C@@H](O)C[C@@H]1O,i,i

Continuation:
SMILES	CHT block	KCNQ2 block
S=C1CCSc2ccc(Cl)cc2N1	/	i
Fc1ccc(Br)cc1/C=N/n1cnnc1	i	i
COc1ccc(COC(=O)c2ccc3c(=O)n4c(nc3c2)CCC4)cc1F	i	i
O=C(Cn1ccc([N+](=O)[O-])n1)Nc1nc2ccccc2s1	i	i
CCCN(CCO)Cc1cccc(Oc2ccccc2)c1	i	i
COc1cccc(CN(C(=O)Cn2nnc(-c3ccccc3F)n2)C(C(=O)NC(C)(C)C)c2ccncc2)c1 (stereo not given)	i	i
CC(Oc1ccccc1)C(=O)Nc1cccc(F)c1 (stereo not given)	i	i
CCc1cc[n+](-c2nc3ccccc3nc2C(=C=[N-])C#N)cc1	i	i
Cc1cc(O)ccc1N1C(=O)c2cccc3cc([N+](=O)[O-])cc(c23)C1=O	i	i
Cc1cc(C(F)(F)F)nn1CC(=O)NNC(=S)Nc1cccc(Cl)c1	i	i
C/C(Cc1ccccc1)=N\NC(=O)c1cc(C(C)(C)C)[nH]n1	i	i
O=C(Nc1ccccc1)Nc1nncs1	i	i
CC(=O)c1ccc(NC(=O)CCCN2C(=O)COc3ccc(C)cc32)cc1	i	i
C/C(CC(=O)NCCc1ccccc1)=N\NC(=O)COc1ccc(Br)cc1	i	i
C[C@H](NC(=O)C1CCN(S(=O)(=O)c2ccccc2)CC1)C(=O)NCc1ccc(Cl)c(Cl)c1	i	i
COc1cccc(C(=O)NNS(=O)(=O)c2ccc(F)cc2)c1	i	i
CC1=NN(C(=O)c2ccc(Cn3ccc([N+](=O)[O-])n3)cc2)C(O)(C(F)(F)F)C1 (stereo not given)	i	i
CC(C)n1nc(C(=O)OCC(=O)N(C)C2CCS(=O)(=O)C2)c2ccccc2c1=O (stereo not given)	i	i
Cc1ccc2nc(-c3ccc4c(c3)OCCO4)cn2c1	i	i
COc1ccc(N2CCN(S(=O)(=O)c3c(C(=O)N4CCOCC4)c(C)n(C)c3C)CC2)cc1	i	i
Cc1nnc(SCCOc2ccccc2)s1	i	i
COc1ccc(-n2c(C)cc(C(=O)CN3CCC(C)CC3)c2C)cc1	i	i
NS(=O)(=O)c1cccc(NC(=O)COC(=O)C2CCCCC2)c1	i	i
Cn1c(CCNC(=O)c2ccccc2)nc2cc(NC(=O)c3ccco3)ccc21	i	i
CCN(C(=O)CSc1ncnc2sc(C)c(C)c12)C1CCS(=O)(=O)C1 (stereo not given)	i	i
O=C(COC(=O)Cc1ccccc1F)Nc1ccc2[nH]c(=O)[nH]c2c1	i	i
Cc1nn(-c2ncc(C(F)(F)F)cc2Cl)c(=O)n1-c1cccc(F)c1	i	i
CCOC(=O)COc1ccc(Br)cc1/C=C1\SC(N)=NC1=O	i	i
Cc1cc(C(=O)N2CCN(c3ccc(C(F)(F)F)cn3)CC2)c(C)o1	i	i
O=C(CSc1ncccn1)NN=C1CCCCCCC1	i	i
COc1cc(NC(=O)c2cc(Cl)ccc2Cl)ccc1-c1cc2ccccc2oc1=O	i	i
CCOC(=O)Cn1c(=NC(=O)CSC(C)=O)sc2ccccc21	i	-6.8*
O=[N+]([O-])c1ccccc1/C=N/N1CCN(c2ccncc2S(=O)(=O)N2CCCCC2)CC1	i	i
CC(C)C(=O)NC(NC(=S)NC1CCS(=O)(=O)C1)C(Cl)(Cl)Cl (stereo not given)	i	i
CCOc1cc(/C=N/n2c(C)nc3sc(C)c(C)c3c2=O)ccc1O	i	i
CSCCC(NC(=O)c1cccc(C)c1)C(=O)O (stereo not given)	i	i
NC(=O)Nc1cc(Cl)ccc1Cl	i	i
COCCN(C(=O)CCc1nnc(Cc2c[nH]c3ccccc23)o1)C(C)C	i	i
O=S(=O)(N1CCCCC1)N1CCN(c2ccccc2F)CC1	i	i
Cc1nnc(SCC(=O)N2CCc3ccccc3C2)n1-c1ccccc1	i	i
CCOC(=O)c1cc2occc2n1CC(=O)NC1CCC(C)CC1 (stereo not given)	i	i
Cc1cccc(NC(=S)N(Cc2cccs2)Cc2cc3cc(C)ccc3[nH]c2=O)c1	i	i
CCOc1ccc(NC(=S)Nc2ccccc2C2(C)CC2)cc1	i	i
CC(C)c1ccc(/C=C2\NC(=O)NC2=O)cc1	i	i
Cc1cc(Cl)c2oc(C(=O)NC(C)c3ccncn3)c(C)c2c1 (stereo not given)	i	i
Cc1ccccc1N(C(=O)CNC(=O)c1ccco1)C(C(=O)NC1CCCCC1)c1cccnc1 (stereo not given)	i	i
Cc1ccc(S(=O)(=O)NCC(=O)N2CCCC2)cc1	i	i
Cc1ccc(C(=O)Cn2cc([N+](=O)[O-])nc2C)cc1	i	i
CCOc1ccc(NC(=O)c2ccc3c(c2)CCN3S(C)(=O)=O)cc1	i	i
CC(=O)Nc1ccc(NC(=O)Cn2cc3c(n2)CCC(C)C3)cc1 (stereo not given)	/	i
N#C/C(=C/c1ccc(N2CCCC2)c([N+](=O)[O-])c1)c1nc2ccccc2[nH]1	i	i
CC(=O)N1CCc2cc(S(=O)(=O)NCCC(=O)NC3CCCCCC3)ccc21	i	i
Cc1nn(C)c(C)c1CNC(=O)c1cc2n(n1)C(C(F)(F)F)CC(c1cccs1)N2 (stereo not given)	i	i
COc1ccc(CCNC(=O)COC(=O)Cn2cnc3ccccc32)cc1OC	i	i
O=C1CSC(c2cccc(F)c2)N1c1c(F)cccc1F (stereo not given)	i	i
O=c1c(-c2ccccc2)c1-c1ccccc1	/	i
CC(C(=O)O)n1c(-c2ccn[nH]2)n[nH]c1=S (stereo not given)	i	i
COC(=O)CCC(=O)N(CCN(Cc1ccccc1)C(=O)CCC(=O)OC)Cc1ccccc1	i	i
CC(C)Cc1cc(C(=O)NCCCN2CCOCC2)no1	i	i
O=C(C1CCCN(Cc2ccc3c(c2)OCO3)C1)N1CCCC1 (stereo not given)	i	i
Next compounds follow.
SMILES	CHT block	KCNQ2 block
CC(/C=N\NC(=O)CN1CCN(Cc2ccccc2)CC1)=C\c1ccco1	i	i
CC(C)c1ccccc1NC(=S)NN(Cc1ccccc1)c1ccccc1	i	i
Cc1[nH]c2ccccc2c1C(=O)COC(=O)C1CCC1	i	i
CC(C)(C)OC(=O)N1CC=C2C(C#N)=C(N)C(C#N)(C#N)C(c3cccs3)C2C1 (stereo not given)	i	-6.2*
C=CCS/C(=N\n1cnc2ccccc2c1=O)N1CCCCC1	i	i
CCOC(=O)c1c(NC(NC(C)=O)C(Cl)(Cl)Cl)sc(C(C)=O)c1C (stereo not given)	i	i
O=C(c1cc([N+](=O)[O-])cc([N+](=O)[O-])c1)N1CCN(Cc2ccc3c(c2)OCO3)CC1	i	i
Cn1nc(C(F)(F)F)c(-c2ccccc2)c1NC(=O)CCC(=O)O	i	i
Cc1[nH]nc(-c2ccc(OCc3cnn(-c4ccccc4)c3)c(C)c2O)c1Oc1ccccc1	i	i
CC(C)(C)C1CCc2onc(C(=O)Nc3ccc(F)cc3F)c2C1 (stereo not given)	i	i
CC(C)c1ccccc1NC(=O)c1cccnc1	i	i
Cc1nn2c(-c3ccccc3)nnc2c2ccccc12	i	/
CCc1ccc(CNC(=O)C2CCC(=O)N(CCc3ccc(Cl)cc3)C2)nc1 (stereo not given)	i	i
CC(=O)NCCc1nc2cc(NC(=O)c3ccccc3Cl)ccc2n1C	i	i
CCOC(=O)CCSc1nc(C(C)(C)C)cc(C(F)(F)F)c1C#N	i	i
COc1ccc(CCC(C)N2CCc3ccccc3C2)cc1 (stereo not given)	i	i
COc1ccc(/C(C)=N/NS(=O)(=O)c2cc(C)ccc2C)c(OC)c1	i	i
COc1cccc(CN2CCN(Cc3cc4ccccc4o3)CC2CCO)c1 (stereo not given)	i	i
O=C(/C=C/c1cccc(C(F)(F)F)c1)N1CCN(c2ccccn2)CC1	i	i
CC1CCN(C(=O)CN2C(=O)COc3ccc(Cl)cc32)CC1	i	i

Two of these compounds in another layout.
The line under a structure holds: CHT block, KCNQ2 block
CCOC(=O)COc1ccc(Br)cc1/C=C1\SC(N)=NC1=O
 : i, i
Cc1cc(C(=O)N2CCN(c3ccc(C(F)(F)F)cn3)CC2)c(C)o1
 : i, i

Additional records.
SMILES	CHT block	KCNQ2 block
O=C(NNC(=O)c1cc(-c2ccncc2)nc2ccccc12)c1cccc(Cl)c1	i	i
O=C(NC1CCS(=O)(=O)C1)c1cccc(Cl)c1 (stereo not given)	i	i
Cc1cc(C)cc(Oc2ccc(S(=O)(=O)N3CCN(C)CC3)cn2)c1	i	i
CCOc1cc(S(=O)(=O)NCC2OCCc3ccccc32)c(OCC)cc1-n1cnnn1 (stereo not given)	i	i
Cc1cc(C(F)F)n2nc(C(=O)Nc3ccc(S(=O)(=O)N4CCCC4)cc3)nc2n1	i	i
Cn1cnc2cc(NCc3ccccc3O)ccc21	i	i
COc1ccc(NS(=O)(=O)c2cc(OCC(N)=O)c(C)cc2Cl)cc1	i	i
NC(=O)Nc1n[nH]c(-c2ccccc2)n1	i	i
CCCCCN(C(=O)CCC(=O)OCc1cccc(C)c1)c1c(N)n(CCCC)c(=O)[nH]c1=O	i	i
Cc1cc(-n2nc(C)cc2C)nc(NS(=O)(=O)c2ccccc2)n1	i	/
COc1cc(C(=O)Nc2ccc(OCC(=O)N3CCOCC3)cc2C)cc(OC)c1OC	i	i
CC(=O)Nc1nn(C)c2nc(C)cc(C)c12	i	i
Cc1cccc(C)c1NC(=O)CSc1ncnc2nc[nH]c12	i	i
CCc1nc2ccccc2c(=O)n1/N=C/c1ccc(OC)cc1	i	i
COc1ccccc1N1CCN(C(=O)C2CCN(S(=O)(=O)c3ccc4c(c3)CC(C)N4C(=O)C3CC3)CC2)CC1 (stereo not given)	i	i
CN(C)S(=O)(=O)c1cccc(NC(=O)c2cc(-c3cccs3)nn2-c2cccc(Cl)c2)c1	i	i
CC(=O)[C@H]1[C@H](CCc2ccccc2)NC(=O)N(Cc2ccccc2)[C@@H]1C	i	i
O=C(NC1CCCCC1)C(c1ccccc1)N(Cc1ccc2c(c1)OCO2)C(=O)c1cnsn1 (stereo not given)	i	i
CC(C)(C)OC(=O)NCCCC[C@H](NC(=O)c1[nH]cnc1C(=O)Nc1ccc(CNC(=O)OC(C)(C)C)cc1)C(=O)OC(C)(C)C	i	/
Cc1ccc(C(=O)N[C@H](C(=O)OCc2cc(=O)n3c(n2)sc2ccccc23)C(C)C)cc1	i	i
O=C(NCCCN1CCOCC1)c1onc(CSc2nc3ccccc3[nH]2)c1C(=O)NCCCN1CCOCC1	i	i
Cc1ccc(CN2CC34C=CC(O3)C(C(=O)NCc3ccco3)C4C2=O)cc1 (stereo not given)	i	i
Cc1cccc(N(CC(=O)NC(C)C)C(=O)CCC(=O)Nc2ccccn2)c1	i	i
O=C(NCCC1=CCCCC1)C1CCN(S(=O)(=O)c2cnc[nH]2)CC1	i	i
CCOC(=O)c1c(-c2ccccc2)oc2ccc(O)c(CN3CCCC3)c12	i	i

Sorted by molecular weight (highest first): 3 of the compounds above
SMILES	CHT block	KCNQ2 block
O=C(NCCCN1CCOCC1)c1onc(CSc2nc3ccccc3[nH]2)c1C(=O)NCCCN1CCOCC1	i	i
Cc1ccc(C(=O)N[C@H](C(=O)OCc2cc(=O)n3c(n2)sc2ccccc23)C(C)C)cc1	i	i
Cc1cccc(N(CC(=O)NC(C)C)C(=O)CCC(=O)Nc2ccccn2)c1	i	i
